Compound activity: PubChem BioAssay, Emory University Molecular Libraries Screening Center
14-3-3 PPI = 14-3-3 gamma protein interaction modulation; P61981; FP, 14-3-3gamma / TMR-pS259-Raf peptide binding; inhibition, % at 40 µM; actives 0.19% (n = 160,000); AID 422; in the data active = inhibition above about 30%;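 also: 0% = protein plus tracer without compound and 100% = blank with tracer alone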
Target sequence (P61981 whole entry, looked up): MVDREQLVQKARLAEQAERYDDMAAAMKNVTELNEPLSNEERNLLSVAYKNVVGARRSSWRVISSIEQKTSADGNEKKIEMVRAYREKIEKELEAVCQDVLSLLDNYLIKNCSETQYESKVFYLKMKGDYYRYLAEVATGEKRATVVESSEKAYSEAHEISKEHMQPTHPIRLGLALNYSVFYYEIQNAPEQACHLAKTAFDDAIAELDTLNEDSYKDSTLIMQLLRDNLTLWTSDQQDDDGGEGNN
Starred values were filed as active, the others as inactive; & = joins results of further samples. A portion of the library; rates above refer to the full screens.

SMILES	14-3-3 PPI
CCc1ccc2[nH]c(=O)c(CN(Cc3ccco3)S(=O)(=O)c3ccc4c(c3)OCCO4)cc2c1	-10
CCOc1ccc(N=C2NC(=O)CC(C(=O)Nc3ccc([N+](=O)[O-])cc3C)S2)cc1 (centres undefined)	1
C=CCc1cccc(C=Nc2sc3c(c2C(=O)OCC)CCCC3)c1O	-6
CCC(=O)Nc1ccc([N+](=O)[O-])cc1C	0
Cc1cccc(N(C(=O)CNC(=O)c2ccco2)C(C(=O)NC2CCCC2)c2cccnc2)c1 (centres undefined)	9
CC1(C)CC(NC(=O)c2cccc(F)c2)CC(C)(C)N1	3
CC(=O)N1CCc2cc(Br)cc(S(=O)(=O)NCCc3ccccc3)c21	0
CC1(C)Cc2ccccc2-c2nc(NCCCO)[nH]c(=O)c21	-5
CC(C)(C)n1ncc2c(=O)n(CC(=O)N3CCCc4ccccc43)cnc21	-11
Cc1ccc(-c2cc(C(=O)NC(C)C)c3ccccc3n2)cc1C	-3
COC(=O)CSc1nnc(-c2ccc(S(=O)(=O)N3CCC(C)CC3)cc2)o1	4
Cc1ccc(C(C(=O)NC2CCCC2)N(Cc2cccnc2)C(=O)c2snc(C(N)=O)c2N)o1 (centres undefined)	2
Cc1ccc2c(c1)N(CCCC(=O)NCCN(C)C)C(=O)CO2	-8
Cc1ccc([N+](=O)[O-])cc1-n1c(C)c(CC(Cl)(Cl)Cl)c2c1CC(C)(C)CC2=O	-17
CCOC(=O)c1c(NC(=O)c2ccc(OC)c(Cl)c2)sc2c1CCCC2	1
Cn1cccc1-c1nc2ccc(NC(=O)c3cccs3)cc2[nH]1	-4
CCOC(=O)c1cnc2cc(-c3cccc(Br)c3)nn2c1C	-2
Cc1ccc(NC(=O)c2cc3c(CO)cnc(C)c3oc2=Nc2ccc(C)c(F)c2)cc1	4
O=C(Nc1ccc2c(c1)OCCO2)c1ccc(N2CC3CC(C2)c2cccc(=O)n2C3)c(NC(=O)c2ccccc2Cl)c1 (centres undefined)	-6
O=C1CC(c2ccc(Cl)cc2)Sc2nc(-c3ccccc3)nn21 (centres undefined)	-6
CC1CCCN(c2nc3c(c(=O)n(C)c(=O)n3C)n2CCSc2nc3ccccc3s2)C1 (centres undefined)	3
O=S(=O)(NCCSCc1ccco1)c1ccc2c(c1)OCCO2	-3
CC1=C(C(=O)OCCc2ccccc2)C(c2ccc(Cl)c([N+](=O)[O-])c2)C2=C(CCCC2=O)N1 (centres undefined)	-6
N=c1n(CCO)c2ccccc2n1Cc1ccccc1Cl	4
CCOC(=O)CSc1nnc(CSc2nc3sc4c(c3c(=O)[nH]2)CCC4)n1-c1ccccc1	-4
CS(=O)(=O)N(CC(=O)Nc1ccc(Oc2ccccc2)cc1)c1cc(C(F)(F)F)ccc1Cl	4
c1cncc(-c2nc3ccccc3[nH]2)c1	10
COc1ccc(C2=NN(c3ccccc3)CC2)cc1	0
N#Cc1c(SCC(=O)OCc2ccccc2)nc2c(c1-c1ccccc1)CCCC2	-13
Cc1cc(Cl)c(C(N)=O)c(Cl)n1	0

4 records drawn at random from the list so far:
SMILES	14-3-3 PPI
Cc1cccc(N(C(=O)CNC(=O)c2ccco2)C(C(=O)NC2CCCC2)c2cccnc2)c1 (centres undefined)	9
Cc1ccc(-c2cc(C(=O)NC(C)C)c3ccccc3n2)cc1C	-3
Cc1ccc(C(C(=O)NC2CCCC2)N(Cc2cccnc2)C(=O)c2snc(C(N)=O)c2N)o1 (centres undefined)	2
N#Cc1c(SCC(=O)OCc2ccccc2)nc2c(c1-c1ccccc1)CCCC2	-13

(more compounds)
SMILES	14-3-3 PPI
CCOC(=O)CNC(=O)CSc1nc2cccnc2n1Cc1ccccc1	-6
CCOC(=O)C1CCCN(C(=O)c2ccc3c(c2)NC(=O)C(N2CCOCC2)S3)C1 (centres undefined)	-5&-13
COc1ccccc1Nc1n[nH]c(=S)n1-c1ccccc1OC	2
O=C(c1ccc(Cl)cc1)N1C2C=CC(C2)C1(C(F)(F)F)C(F)(F)F (centres undefined)	-3
O=C(CN1C(=O)NC2(CCCCCC2)C1=O)N1CCC(Cc2ccccc2)CC1	-7
CC(C)(C)c1cc(Cl)c(O)c(N=CC=Cc2cccc([N+](=O)[O-])c2)c1	2
Cc1ccc(-c2csc(N3CCC(NS(=O)(=O)c4ccc5c(c4)OCCO5)CC3)n2)cc1	0
Cc1cc([N+](=O)[O-])nn1CC(=O)Nc1cnc2ccccc2c1	0
O=c1oc2ccccc2cc1-c1csc(Nc2cccc(C(F)(F)F)c2)n1	-11
OC(CNC1CC1)Cn1c2ccccc2c2ccccc21 (centres undefined)	-5
COc1cccc(NC(=O)c2oc3ccc(S(=O)(=O)N4CC(C)CC(C)C4)cc3c2C)c1 (centres undefined)	-3
Cc1nc(NCCOCc2ccccc2)sc1C(=O)Nc1ccccc1	-2
CCCCOC(=O)c1cc(-c2ccc(OC)cc2)nc2ccc(C)cc12	2
CCOc1ccc(NC(=O)C(=O)NCc2cccnc2)cc1	-2
COc1ccc(-c2csc(NC(=O)c3cc4ccccc4cc3OC)n2)cc1OC	-3
CC1CCCN(S(=O)(=O)c2ccc(NC(=O)COc3ccccc3)cc2)C1 (centres undefined)	-34
O=C(Oc1ccc2[nH]cc(CCN3C(=O)c4ccccc4C3=O)c2c1)c1ccco1	-8
O=C1C2CCCN2C(c2ccccc2)N1c1nccs1 (centres undefined)	3
CCOC(=O)c1c(N)n(CCc2ccccc2)c2nc3ccccc3nc12	-19
Nc1c(C(=O)Nc2ccc(F)cc2)sc2nc3c(cc12)CCC3	-10
O=C(NC1CCCCC1)c1cccc(I)c1	1
COc1ccc(S(=O)(=O)n2cnc3ccccc32)c2ccccc12	4
COc1ccc(S(=O)(=O)NCCC(=O)NC2CCCCC2)cc1	5
O=C(CSc1nnc(-c2cccs2)n1-c1ccccc1)N1CCc2ccccc21	-2
CCn1c(N2CCN(C(=O)C34CC5CC(CC(C5)C3)C4)CC2)nc2ccccc21	5
CC(=O)c1cccc(NC(=O)CCCn2nc([N+](=O)[O-])c(Br)c2C)c1	-11
O=c1[nH]cc(NCc2ccco2)c(=O)[nH]1	-1
CCN(CCCn1c(=S)[nH]c2ncccc2c1=O)c1ccccc1	4&-4
CC(=O)OCc1cnc(C)c2oc(=Nc3ccc(OC(F)(F)F)cc3)c(C(=O)Nc3ccc(C)cc3)cc12	-26
Cc1csc2ncc(C(=O)Nc3ccccc3Cl)c(=O)n12	-4

Ordered by number of heavy atoms (rising): 5 of the compounds above
SMILES	14-3-3 PPI
O=C1C2CCCN2C(c2ccccc2)N1c1nccs1 (centres undefined)	3
Cc1csc2ncc(C(=O)Nc3ccccc3Cl)c(=O)n12	-4
Cc1cc([N+](=O)[O-])nn1CC(=O)Nc1cnc2ccccc2c1	0
CCOC(=O)c1c(N)n(CCc2ccccc2)c2nc3ccccc3nc12	-19
CCOC(=O)C1CCCN(C(=O)c2ccc3c(c2)NC(=O)C(N2CCOCC2)S3)C1 (centres undefined)	-5&-13

5 entries out of the list above, sorted by the value under 14-3-3 PPI, ascending.
SMILES	14-3-3 PPI
CC(=O)c1cccc(NC(=O)CCCn2nc([N+](=O)[O-])c(Br)c2C)c1	-11
Nc1c(C(=O)Nc2ccc(F)cc2)sc2nc3c(cc12)CCC3	-10
O=C(CN1C(=O)NC2(CCCCCC2)C1=O)N1CCC(Cc2ccccc2)CC1	-7
Cc1csc2ncc(C(=O)Nc3ccccc3Cl)c(=O)n12	-4
O=c1[nH]cc(NCc2ccco2)c(=O)[nH]1	-1

(cont.)
SMILES	14-3-3 PPI
CCC(=O)Nc1cc(C(=O)O)ccc1Sc1ccc(OC)cc1	-8
CN1C(=O)c2cccc(NC(=O)Cc3ccccc3)c2C1=O	3
COc1ccccc1N1C(=O)CCC1(C#N)c1ccc(OCc2ccccc2)cc1 (centres undefined)	2
CCOC(=O)c1ccccc1NC(=O)Cn1c(=O)n(-c2ccc3c(c2)OCO3)c(=O)c2c(C)c(C)sc21	0
Cc1nnc(NC(=O)c2sc3nc(-c4cccs4)cc(C(F)(F)F)c3c2N)s1	-129
c1csc(CNCc2cccs2)c1	-23
O=c1cc(N2CCC3(CC2)OCCO3)[nH]c(=O)n1C1CCCCC1	-3
CC(C)OCCCNC(=O)c1ccc2c(c1)ncn2C1CCCCC1	-7
O=C(CSc1nccn1-c1ccc(F)cc1)Nc1ccc([N+](=O)[O-])cc1	-2
Cc1ccc2c(c1)N(CCCC(=O)NCCCN1CCCC1=O)C(=O)CO2	3&-8
Cc1ccc2c(c1)NC(=O)C(CC(=O)NC1CCCCC1C)O2 (centres undefined)	3
Cc1ccc(N2CN=c3s/c(=C\c4cccnc4)c(=O)n3C2)cc1	-4
COCCn1c(SCc2nc3sc(C(=O)OC)c(C)c3c(=O)[nH]2)nc2ccccc21	-45
CCC1Oc2ccc(C)cc2N(CC(=O)N2CCN(c3ccccc3F)CC2)C1=O (centres undefined)	3
COCCN1C(=O)C(=O)/C(=C(/O)c2ccccc2)C1c1ccc(C(C)C)cc1 (centres undefined)	0
CCCOc1ccc(C2C(C(=O)c3ccco3)=C(O)C(=O)N2CCN2CCOCC2)cc1OC (centres undefined)	-14
CC1(C)Cc2nc3sc4c(SCc5ccc6c(c5)OCO6)ncnc4c3cc2CO1	-25
Cn1c(Cl)nc2ccccc21	-7
COc1ccc(C2(C(=O)N3CCOCC3)CCCC2)cc1OC	-6
COc1cccc2c3c(c(C)nc12)CC(C)O3 (centres undefined)	1
Cc1cc(OCC(=O)N2N=C(C(F)(F)F)CC2(O)C(C)(C)C)ccc1Cl (centres undefined)	-8
C=CCN(CC=C)C(=O)c1ccc([N+](=O)[O-])cc1Cl	4
Cc1ccc(C(NC(=O)Cc2ccccc2)c2ccc3cccnc3c2O)cc1 (centres undefined)	2
CCC(=O)N1CCc2cc(Br)cc(S(=O)(=O)N3CCC(C(=O)NCCN4CCCC4)CC3)c21	-6
COc1cc(C2C(C(=O)Nc3cccc(F)c3)=C(C)NC3=C2C(=O)CC(C)(C)C3)cc(OC)c1OC (centres undefined)	-8
Cc1cc2nc(-c3cc([N+](=O)[O-])ccc3N)c(=O)[nH]c2cc1C	-9
COc1ccc(-c2noc(N(C)CC(=O)Nc3cccc(C(F)(F)F)c3)n2)cc1	-7
Nc1c(N)c2ccccc2sc1=O	-12
Cc1cccc(N2CCN(C(=O)c3ccc(N4CC5CC(C4)c4cccc(=O)n4C5)c(NC(=O)c4ccccc4Br)c3)CC2C)c1 (centres undefined)	-35
O=C(c1cccc(Cl)c1)N1CCN(C2CCCCCC2)CC1	-6
CCOC(=O)c1cnc2ccc(C(=O)OC)cc2c1NCc1cccnc1	-6
COCCn1c(=O)[nH]c2cc(C(=O)NCc3ccc(C)cc3)ccc2c1=O	9
O=C(Nc1ccccc1C(F)(F)F)c1ccccc1Br	-17
COCCNC(=O)c1ccc2c(c1)N=C(C)c1cc(Cl)ccc1S2	-87
O=C(c1ccccc1)N1CCN(C(=O)c2nn3c(C(F)(F)F)cc(-c4ccccc4)nc3c2Cl)CC1	-4
CCOC(=O)c1cc(CC)sc1NC(=O)c1ccc(Br)cc1	2
CCn1nnnc1SCC(=O)Nc1cc(OC)cc(OC)c1	-3
CSc1nnc2c(n1)OC(c1ccc(OCc3ccccc3)cc1)Nc1ccccc1-2 (centres undefined)	33*
Cc1cc(C(=O)O)cc(S(=O)(=O)N2CCOCC2)c1C	3
NC(=O)c1ccccc1NC(=O)CSc1nc2ccccc2o1	-9
CC(=O)Nc1cc(C(=O)N2CCCC2)ccc1S(=O)(=O)c1ccc(Cl)cc1	-10
COc1ccc(NC(=O)c2ccoc2C)cc1	-9
COC(=O)c1ccc(C(=O)OC)c(NC(=O)CSc2nnc3sc4ccccc4n23)c1	-3
Cc1onc(-c2ccccc2)c1C(=O)N1CCN(c2ccc(OCc3ccccc3)cc2)CC1	0
O=C(CN1C(=O)C2C3CCC(C3)C2C1=O)OCC(=O)c1ccc([N+](=O)[O-])cc1 (centres undefined)	-5
CC(C)(C)N1CC2(c3ccccc3)CN(C(C)(C)C)CC(c3ccccc3)(C1)C2=O	-10
Oc1ccc(Br)cc1C=NCC12CCC3CC(CC(C3)C1)C2	-9
O=C(CSc1nnc(-c2ccncc2)o1)Oc1ccccc1	-4
CC(C)(C)c1ccc(C(=O)CCCSC2=C(C#N)C(c3ccco3)C3=C(CCCC3=O)N2)cc1 (centres undefined)	2
COc1ccccc1N1CCN(C(=O)c2cc3n(n2)C(C(F)(F)F)CC(c2ccco2)N3)CC1 (centres undefined)	-6
CCc1ccc2[nH]c3nc(SCC(C)C)nnc3c2c1	-1
CCC(Sc1nc2cc(OC)c(OC)cc2c2nc(C)nn12)C(=O)Nc1cccc(OC)c1 (centres undefined)	-18
C=CCOc1ccc(C2Oc3ccccc3C3CC(c4ccc(OC)cc4)=NN32)cc1 (centres undefined)	-23
COc1ccc(C(C)=O)cc1CSc1nc2ccccc2c(=O)n1-c1ccc2c(c1)OCO2	-8
C=CCN(c1ccccc1)S(=O)(=O)c1ccc2c(c1)oc(=O)n2C	-3
COc1ccc(OC(=NS(=O)(=O)c2ccc(C)cc2)c2ccccc2)cc1	5
N=c1n(CC(=O)O)c2ccccc2n1Cc1ccccc1Cl	-5
O=C(O)Cn1nc(-c2ccc(Cl)cc2)ccc1=O	-10
COc1ccc(Cl)cc1C(=O)Nc1sc2c(c1C#N)CCC2	-9
CCc1nnc(NC(=O)CSc2nnc(COc3cccc(C)c3)o2)s1	-6
CCC(=O)N1c2ccc(S(=O)(=O)CCC(=O)Nc3ccc(Cl)c(C(F)(F)F)c3)cc2CC1C (centres undefined)	-6
